High-throughput results as filed in PubChem BioAssay.
PABP1 MLLE inh: blocks PAM2 peptide binding to the PABP1 MLLE domain; inhibition, % at 20 µM; GST-MLLE / FITC-PAM2 fluorescence polarization; AID 588489; 360,000 tested, 0.36% active; in the data active means inhibition above about 35%, passing the limit was not always enough;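 further: plate controls were DMSO wells with GST-MLLE for no effect and wells lacking GST-MLLE protein for full effect; some results filed as inactive read as strong as hits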
MsrA inhibitor: inhibitors of bovine MsrA | purified bovine MsrA, absorbance read-out | inhibition, % at 15.5 µM | 360,000 tested, 0.75% active; in the data active means inhibition above about 4.5%;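 further: 0% = vehicle wells with enzyme and 100% = reference inhibitor wells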
MT1-MMP act inh: MT1-MMP (human) activation inhibition; P50281; HT1080 RFP-PRO-GFP cells, GFP/RFP ratio fluorescence, overnight; percent of plate control window, DMSO zero; GFP/RFP ratio change, % at 20 µM; 360,000 tested, 0.061% active; AID 651647;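 active means GFP/RFP ratio change of at least 30% with cell ATP level not reduced by more than half and red fluorescence within 50% of control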; further: strong numbers were not always called active
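Read-out: GFP/RFP fluorescence ratio; Test system: RFP-PRO-GFP reporter HT1080 cells; Compound dosing: single-point 20 µM compound, 1% DMSO; Times: overnight compound exposure at 37 °C.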
Rin1-Abl PPI inh: blocks binding of human Rin1 to Abl. P00519+Q13671. inhibition, % at 7.35 µM. 360,000 tested, 0.4% active. TR-FRET Rin1/Abl binding, biochemical; in the data active means inhibition above about 5%, passing the limit was not always enough
Target sequence (P00519 whole entry, looked up): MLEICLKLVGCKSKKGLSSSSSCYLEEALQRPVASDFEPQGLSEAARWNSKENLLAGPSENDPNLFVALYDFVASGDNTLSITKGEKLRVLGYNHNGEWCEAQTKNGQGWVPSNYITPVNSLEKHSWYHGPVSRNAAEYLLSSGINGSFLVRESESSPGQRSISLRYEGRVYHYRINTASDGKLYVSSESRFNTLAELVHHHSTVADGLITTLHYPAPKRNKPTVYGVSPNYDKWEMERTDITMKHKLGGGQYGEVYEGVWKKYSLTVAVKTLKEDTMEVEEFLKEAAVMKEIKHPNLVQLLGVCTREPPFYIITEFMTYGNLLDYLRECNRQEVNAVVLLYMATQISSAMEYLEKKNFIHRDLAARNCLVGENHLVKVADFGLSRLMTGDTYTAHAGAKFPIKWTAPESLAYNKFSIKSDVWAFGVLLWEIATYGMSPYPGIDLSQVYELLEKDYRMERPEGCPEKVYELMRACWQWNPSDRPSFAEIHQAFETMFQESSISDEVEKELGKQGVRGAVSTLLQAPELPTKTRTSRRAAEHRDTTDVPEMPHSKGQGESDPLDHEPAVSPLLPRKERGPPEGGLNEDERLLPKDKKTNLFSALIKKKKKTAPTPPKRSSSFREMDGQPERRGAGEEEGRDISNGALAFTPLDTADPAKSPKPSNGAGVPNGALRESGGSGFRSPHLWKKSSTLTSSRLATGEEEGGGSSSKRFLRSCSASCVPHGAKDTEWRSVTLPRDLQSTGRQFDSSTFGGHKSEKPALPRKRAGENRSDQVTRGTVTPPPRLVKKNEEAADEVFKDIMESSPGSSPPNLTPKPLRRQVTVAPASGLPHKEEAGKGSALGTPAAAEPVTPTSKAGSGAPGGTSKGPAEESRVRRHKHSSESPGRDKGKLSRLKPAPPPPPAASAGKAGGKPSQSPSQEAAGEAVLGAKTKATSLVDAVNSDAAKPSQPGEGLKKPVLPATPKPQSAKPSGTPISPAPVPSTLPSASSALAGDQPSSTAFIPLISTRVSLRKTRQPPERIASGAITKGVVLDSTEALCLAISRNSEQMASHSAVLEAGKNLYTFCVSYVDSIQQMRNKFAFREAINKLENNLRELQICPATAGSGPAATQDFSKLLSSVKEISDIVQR
Target sequence (Q13671 whole entry, looked up): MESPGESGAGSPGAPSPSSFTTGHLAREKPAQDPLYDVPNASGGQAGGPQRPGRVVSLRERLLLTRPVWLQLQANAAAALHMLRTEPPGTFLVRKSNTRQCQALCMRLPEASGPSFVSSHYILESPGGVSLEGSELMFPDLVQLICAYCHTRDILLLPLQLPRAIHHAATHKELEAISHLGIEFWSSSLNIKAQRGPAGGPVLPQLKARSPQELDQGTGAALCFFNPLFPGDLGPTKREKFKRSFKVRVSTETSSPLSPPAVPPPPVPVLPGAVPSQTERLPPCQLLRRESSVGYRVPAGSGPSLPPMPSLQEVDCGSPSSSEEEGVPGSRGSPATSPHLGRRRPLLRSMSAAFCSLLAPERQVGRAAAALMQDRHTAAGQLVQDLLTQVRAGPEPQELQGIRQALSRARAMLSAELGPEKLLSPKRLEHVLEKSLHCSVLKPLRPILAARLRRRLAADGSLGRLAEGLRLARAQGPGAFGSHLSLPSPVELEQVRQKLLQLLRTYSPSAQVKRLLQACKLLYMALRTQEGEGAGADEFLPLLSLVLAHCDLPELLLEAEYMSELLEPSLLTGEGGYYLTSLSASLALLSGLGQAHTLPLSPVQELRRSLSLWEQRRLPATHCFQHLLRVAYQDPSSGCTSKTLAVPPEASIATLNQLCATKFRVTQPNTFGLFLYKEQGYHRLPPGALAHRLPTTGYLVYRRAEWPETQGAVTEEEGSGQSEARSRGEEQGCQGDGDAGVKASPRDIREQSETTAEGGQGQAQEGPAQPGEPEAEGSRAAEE
Rpn11 inh: inhibitors of human proteasome Rpn11. human 26S proteasome, Ub4-pepOG fluorescence polarization; 20S core pre-blocked with epoxomicin. calls only at 20 µM. 360,000 tested, 0.59% active. O00487;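 active means inhibition at 20 µM, scaled to each plate's controls, above about 33%, limit read from the data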
bovine MsrA act: activates bovine MsrA enzyme; AID 602163; purified bovine MsrA, absorbance read-out; 360,000 tested, 0.3% active; activation, % at 10.6 µM; in the data active means activation above about 7.5%;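 further: 0% = vehicle and 100% = reference activator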
FAS-TE inh: FAS thioesterase (human) inhibition; P49327; recombinant FAS-TE, OMFH fluorogenic substrate, fluorescence endpoint; 360,000 tested, 0.67% active; inhibition, % at 15 µM;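 active means compounds whose normalised, plate-corrected inhibition of enzyme fluorescence in the single-dose primary screen is 50% or more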;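 further: 0% = DMSO with enzyme and 100% = substrate without enzyme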
eLon inh: E. coli protease La inhibition; P0A9M0; purified E. coli Lon protease, fluorescence polarization; inhibition, % at 7.94 µM; 360,000 tested, 0.42% active; in the data active means inhibition above about 13%, passing the limit was not always enough;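 further: 0% = enzyme with probe and DMSO and 100% = no enzyme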
CSN deneddyl inh: blocks human CSN-mediated cullin deneddylation | AID 651999 | inhibition, % at 12.5 µM | Q92905 | Purified CSN, SCF-Nedd8-OG deneddylation, fluorescence polarization | 360,000 tested, 0.38% active;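 active means pattern-corrected inhibition above about 35%, with an unprinted fluorescence ratio check between 0.5 and 1.5, limit read from the data, passing the limit was not always enough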;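 further: 0% = enzyme with substrate and 100% = substrate without enzyme; some results filed as inactive read as strong as hits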
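assay system = purified human Csn5 enzyme expressed in HEK293T cells | amount = 0.24 nM enzyme | buffer or medium = Tris/NaCl/DTT buffer, pH 7.5 | reagent = 10 nM SCFSkp2-Nedd8OG | compound = one concentration, 12.5 µM, 0.25% DMSO | times = 90 min reaction at room temperature | signal = FP | read-out basis = % inhibition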
The depositor's hits bear a star; i = inactive; x = no result given; + = active, no number; & = joins results of further samples.

Screens in order – PABP1 MLLE inh	MsrA inhibitor	MT1-MMP act inh	Rin1-Abl PPI inh	Rpn11 inh	bovine MsrA act	FAS-TE inh	eLon inh	CSN deneddyl inh
> CCOC(=O)CSc1ccc2ccccc2n1
  -5	0.1	-4	-24	i	-3	-4	-2	1
> COc1ccc(C2C(C#N)=C(N)Oc3cc(O)ccc32)cc1Cl (centres undefined)
  -76	1.0	-34	0	+	-3	3	-20	7
> O=S(=O)(Nc1ncnc2sc3c(c12)CCC3)c1ccc2ccccc2c1
  0	0.0	-3	-1	i	-3	0	3	5
> CCc1ccc(Oc2nc([N+](=O)[O-])nn2C)cc1
  4	1.8	-1	-2	i	-10	2	1	-4
> CS(=O)(=O)N(Cc1ccco1)CC(O)Cn1cc(C=O)c2ccccc21 (centres undefined)
  6	0.1	3	0	i	-3	-2	-6	4
> COc1ccc(CNc2cc(NCCCO)c([N+](=O)[O-])c3nonc23)cc1
  8	2.3	-2	-9	i	-6	9	-4	7
> CC1CC(OC(=O)C2CCN(S(=O)(=O)c3ccc(F)cc3)CC2)C(=O)O1 (centres undefined)
  5	-0.3	0	1	i	-1	-6	-2	-2
> CSc1ccccc1NC(=O)CN(C)Cc1c(O)ccc2ccccc12
  37	1.0	-2	3	i	0	3	1	0
> Nc1nc(COc2ccc(F)cc2)nc(N2CCCCC2)n1
  -8	-1.1	10	0	i	-2	1	2	6
> Cc1cc(NC(=O)c2cc3n(n2)C(C(F)(F)F)CC(c2ccco2)N3)no1 (centres undefined)
  -16	0.7	2	-1	i	1	-4	-7	-6
> COc1ccc(CSc2nncn2N)cc1Br
  -11	-0.1	1	2	i	-6	-5	-9	-1
> CCOc1ccc(S(=O)(=O)N(C)c2ccc(OCC(=O)Nc3nc4ccccc4s3)cc2)cc1
  6	-0.6	-2	-1	i	-7	36	-4	0
> CCN(c1ccccc1)c1nc(Cl)nc2c1cnn2C
  8	2.0	-3	1	i	-1	6	-17	2
> O=C(COc1ccc(Br)cc1)N1CCN(c2ncccn2)CC1
  4	-0.6	2	1	i	-4	6	0	-4
> Cc1ccc(S(=O)(=O)N2C[C@H]3N(C(=O)OC(C)C)N(C(=O)OC(C)C)C[C@H](OC(=O)Nc4c(C)noc4C)[C@@]3(O)C2)cc1
  -2	0.3	1	-4	i	-8	-5	-5	5

(list continues)
Screens in order – PABP1 MLLE inh	MsrA inhibitor	MT1-MMP act inh	Rin1-Abl PPI inh	Rpn11 inh	bovine MsrA act	FAS-TE inh	eLon inh	CSN deneddyl inh
> Cc1cc(C)cc(NC(=S)NC2CC3CCCC(C2)N3CC(C)C)c1 (centres undefined)
  9	0.5	6	2	i	-2	-4	-6	2
> S=C(NCCN1CCOCC1)Nc1ccccc1Cl
  9	-0.6	1	1	i	0	-13	-18	-1
> CCCCCn1c(SCCOCC)nc2c1c(=O)[nH]c(=O)n2C
  -2	0.2	13	0	i	-1	-6	-16	-4
> O=C(c1nn2cccnc2c1Cl)N1CCN(c2ccccc2)CC1
  8	0.3	-4	-2	i	-3	1	-2	6
> COc1ccc(Br)cc1CNC(=O)C1CCC(=O)N1C(C)C (centres undefined)
  -5	-0.2	4	-2	i	-1	2	9	1
> C=CCN(c1ccccc1OC)S(=O)(=O)c1cccc(C(=O)OCC(=O)N2CC(C)OC(C)C2)c1 (centres undefined)
  -7	0.6	0	2	i	-5	2	-5	1
> Cc1[nH]nc(N=CC2=C(O)CC(c3ccco3)CC2=O)c1-c1ccccc1 (centres undefined)
  -4&12	-0.8&-1.2	6&-25	-1&-2	i	-3&-14	5&5	-12&-31	0&10
> CC(=O)c1ccccc1-c1csc2ncnc(Sc3nnnn3C)c12
  -4	2.0	2	0	i	-2	-9	9	0
> O=C(C[n+]1ccc(C(=O)NCCCO)cc1)c1cccc(Br)c1
  -3	-1.2	0	0	i	-3	-3	-2	1
> O=C(Nc1ccccc1N1CCN(c2ccccc2)CC1)c1ccccc1
  18	-1.3	-2	-1	i	1	29	6	-2
> COc1ccc(CNC(=O)C2CCN(C(=O)N(C)C)CC2)c(OC)c1
  -12	x	6	4	i	-6	-1	-1	9
> COC(=O)c1sc(NC(=O)COc2ccc(OC)cc2)nc1C
  7	0.1	5	0	i	1	-2	8	2
> O=c1c2ccccc2c2c(O)nc(-c3ccccc3)n2n1Cc1ccccc1
  -1	1.2	5	0	i	-7	16	0	6
> CCSc1nc2ccc(N3C(=O)C4C5C=CC(C5)C4C3=O)cc2s1 (centres undefined)
  -88	-0.2	3	0	i	-2	47	-13	0
> CCOc1ccccc1C(=O)NCC(=O)NNC(=O)c1cccs1
  -1	-1.3	0	1	i	-3	-3	-21	-2

Other entries follow:
SMILES | PABP1 MLLE inh | MsrA inhibitor | MT1-MMP act inh | Rin1-Abl PPI inh | Rpn11 inh | bovine MsrA act | FAS-TE inh | eLon inh | CSN deneddyl inh
COc1ccccc1NC(=O)CN1CCN(CC(=O)Nc2cc(NC(C)=O)ccc2OC)CC1 | -4 | -0.1 | 12 | -4 | i | -2 | -2 | -9 | 2
CCOc1ccccc1OCC(=O)Nc1nnc(COC)s1 | 14 | 0.0 | 5 | 0 | i | -2 | -8 | -22 | 2
Cc1ccc(NS(=O)(=O)c2ccc(NC(=O)c3cccs3)cc2)cc1 | -7 | -0.5 | 1 | -3 | i | 8.2* | 11 | 3 | 0
CC(C)[C@H](NC(=O)C1CCN(S(=O)(=O)c2ccccc2)CC1)C(=O)NCc1ccco1 | -9 | 0.5 | -2 | 0 | i | -4 | -4 | -2 | 4
O=C(CN(C1CCCCC1)S(=O)(=O)c1ccc(Cl)cc1)N1CCOCC1 | -3 | 0.0 | 1 | 0 | i | 0 | -3 | -5 | -1
Cc1ccc(S(=O)(=O)N(C)C)cc1NC(=O)COC(=O)CCNS(=O)(=O)c1ccccc1 | -4 | 0.3 | -1 | 0 | i | -1 | -4 | -4 | -2
O=C(CNC(=O)c1ccccc1)N/N=C/c1cc(Br)ccc1O | -9 | 1.7 | 11 | -3 | i | -3 | 54* | 7 | -5
Cc1[nH]nc(Nc2ccc(O)cc2)c1[N+](=O)[O-] | 5 | 2.0 | 4 | -4 | i | -4 | -4 | -1 | -2

Ordered by length of the SMILES (falling): some entries from above.
SMILES | PABP1 MLLE inh | MsrA inhibitor | MT1-MMP act inh | Rin1-Abl PPI inh | Rpn11 inh | bovine MsrA act | FAS-TE inh | eLon inh | CSN deneddyl inh
CC(C)[C@H](NC(=O)C1CCN(S(=O)(=O)c2ccccc2)CC1)C(=O)NCc1ccco1 | -9 | 0.5 | -2 | 0 | i | -4 | -4 | -2 | 4
O=C(CNC(=O)c1ccccc1)N/N=C/c1cc(Br)ccc1O | -9 | 1.7 | 11 | -3 | i | -3 | 54* | 7 | -5
CCOc1ccccc1OCC(=O)Nc1nnc(COC)s1 | 14 | 0.0 | 5 | 0 | i | -2 | -8 | -22 | 2

Structures above marked active in Rpn11 inh.
| SMILES | PABP1 MLLE inh | MsrA inhibitor | MT1-MMP act inh | Rin1-Abl PPI inh | Rpn11 inh | bovine MsrA act | eLon inh | CSN deneddyl inh |
| --- | --- | --- | --- | --- | --- | --- | --- | --- |
| COc1ccc(C2C(C#N)=C(N)Oc3cc(O)ccc32)cc1Cl (centres undefined) | -76 | 1.0 | -34 | 0 | + | -3 | -20 | 7 |

The list continues:
SMILES | PABP1 MLLE inh | MsrA inhibitor | MT1-MMP act inh | Rin1-Abl PPI inh | Rpn11 inh | bovine MsrA act | FAS-TE inh | eLon inh | CSN deneddyl inh
COc1ccc(-c2cc(C(F)(F)F)nc(NCc3cccnc3)n2)cc1 | 3 | 0.2 | -1 | 3 | i | -11 | 10 | -6 | 2
CCc1nc2c(OCc3ccccc3)cccn2c1N(C)C(=O)COc1ccccc1 | 6 | -0.2 | -4 | -2 | i | 1 | 3 | -2 | -2
CCn1c(C)nc2cc(C(=O)N/N=C/c3ccc(OC)c(O)c3)ccc21 | -7 | 7.5* | 9 | -4 | i | -6 | -12 | -30 | -5
O=C(CSc1nccc(=O)[nH]1)Nc1ccc(Br)c(Cl)c1 | -2 | -1.9 | 1 | 0 | i | -13 | -5 | -8 | 0
Cc1ccc2nc(NC(=O)CCn3c(=O)sc4ccccc43)sc2c1 | 1 | 0.5 | 0 | -2 | i | -2 | 16 | -2 | 0
CCCCn1c(SCC(N)=O)nc2c(sc3ccccc32)c1=O | -9 | 1.4 | 9 | 0 | i | -2 | -2 | 0 | 13
CSc1ccc(Cn2nnc(C(=O)NCCc3ccc(Cl)cc3)c2N)cc1 | 0 | -0.2 | 8 | 0 | i | -2 | -1 | -7 | -7
O=C(c1ccc(O)c(Br)c1)c1cc(Br)ccc1O | 9 | 3.2 | 0 | 0 | i | -6 | -2 | 4 | -8

Next part (2 carried over from the part before).
SMILES | PABP1 MLLE inh | MsrA inhibitor | MT1-MMP act inh | Rin1-Abl PPI inh | Rpn11 inh | bovine MsrA act | FAS-TE inh | eLon inh | CSN deneddyl inh
CSc1ccc(Cn2nnc(C(=O)NCCc3ccc(Cl)cc3)c2N)cc1 | 0 | -0.2 | 8 | 0 | i | -2 | -1 | -7 | -7
O=C(c1ccc(O)c(Br)c1)c1cc(Br)ccc1O | 9 | 3.2 | 0 | 0 | i | -6 | -2 | 4 | -8
CC(C)COC(=O)/C(C#N)=C/c1c[nH]c2ccccc12 | -1 | 0.7 | 5 | 0 | x | -4 | -20 | -396 | 12
O=C(CN1CCN(S(=O)(=O)c2ccc(F)cc2)CC1)Nc1cccc(C(F)(F)F)c1 | 6 | -0.6 | 1 | 1 | i | -1 | 16 | 8 | 7
Cc1cccc(C)c1NC(=O)C(c1ccc([N+](=O)[O-])cc1)N1CCCCC1 (centres undefined) | 2 | -0.4 | 1 | -1 | i | -5 | 16 | 0 | 6
CC1CCN(C(=O)Cn2nnnc2CN2CCOCC2)CC1 | 3 | -0.3 | 1 | 0 | i | -7 | -4 | 3 | 0
Cc1csc2c(N3CCN(C(=S)Nc4ccc(C(F)(F)F)cc4)CC3)ncnc12 | -94 | 3.0 | 23 | 5 | i | -10 | 25 | 2 | 0
COc1ccc(S(=O)(=O)N2CCCCCC2)cc1N(C)S(=O)(=O)c1ccccc1 | 19 | -0.3 | -2 | 4 | i | -2 | 16 | -3 | -3
CCCCN(C(=O)CSc1n[nH]c(-c2ccc(C)cc2)n1)c1c(N)n(CCCC)c(=O)[nH]c1=O | 1 | 0.4 | 2 | 1 | i | 0 | -3 | -9 | -2
COc1ccc(-c2ccc3c(c2)C2CC3CCN2CCC#N)cc1 (centres undefined) | 15 | 0.8 | 0 | -5 | i | 0 | 2 | 3 | 1
COc1cc(OC)c(OC)cc1/C=N/NC(=O)c1cc(-c2cccn2C)n[nH]1 | 4 | 3.5 | 7 | -2 | i | -3 | -8 | -7 | -4
